Screens from PubChem BioAssay.
GRP78 ERSR act – inducers of ER stress response in human glioma cells. U87-MG GRP78 promoter luciferase reporter, 16 h. AID 602332. actives 0.02% (n = 420,000). Potency, µM, for inactives: at the top dose activation, actives largely listed as activators; note: potency is the fitted concentration of half-maximal effect; series mostly up to about 76 µM; % of control where 0% means no effect; nearly all actives have a fitted effect of over 35% in size
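Stably transfected U87-MG human glioma cells carrying a GRP78-based luminescent sensor were seeded at 1000 cells/well, pin-dosed with compounds and incubated 16 h. Luciferase reagent was then added, and end-point luminescence was read after 10 min at room temperature.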
BLM helicase inh – Bloom syndrome helicase (human) inhibition | actives 0.2% (n = 350,000) | AID 2528 | recombinant BLM DNA unwinding, fluorescence dequenching | Potency, µM (highest dose often 56.1 µM), inactives show top-dose activity change, negative = inhibition, most hits filed as inhibitors | P54132;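 note: potency is the fitted concentration of half-maximal effect; plate controls were vehicle for no effect and no enzyme for full effect; nearly all actives have a fitted effect of over 35% in size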
Pol kappa inh – DNA polymerase kappa (human) inhibition. Potency, µM (doses to about 107 µM), inactives show at the top dose activity, negative = inhibition, hits mostly inhibitors. actives 0.53% (n = 400,000). purified Pol kappa, fluorescent DNA synthesis assay, 10 min; note: potency is the fitted concentration of half-maximal effect; % is set by controls: 0 for no effect and ±100 for the full control effect
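10 nM Pol kappa preincubated 15 min at room temperature with compounds, then reaction started with substrate at 50 nM final. Fluorescence read kinetically at 0 and 10 min; buffer-only wells served as negative control.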
LDHA block – blocks human lactate dehydrogenase A; purified LDHA, NADH/diaphorase-resazurin fluorescence; stronger effect = lower value; P00338; actives 0.15% (n = 480,000); AID 1347041; activity change, % (values are at about 110 or 230 µM); in the data active = activity change below about -30%; inconclusive = mostly about -25% to -30%;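 note: plate controls were DMSO wells for no effect and wells without enzyme for full effect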
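Remaining NADH was detected by diaphorase (0.133 mg/mL) converting 37 µM resazurin to fluorescent resorufin, read at 0 and 20 minutes. The preceding 5-minute room-temperature reaction used 2 nM LDHA, 0.2 mM sodium pyruvate and 0.06 mM NADH at pH 7.4.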
Pol eta inh – DNA polymerase eta (human) inhibition; Q9Y253; recombinant Pol eta, fluorescent DNA replication assay; Potency, µM (highest dose often 114 µM), for inactives: at the highest dose activity change, negative = inhibition, actives largely listed as inhibitors; actives 1.2% (n = 390,000); AID 588591; note: potency is the fitted concentration of half-maximal effect; % is set by controls: 0 for no effect and ±100 for the full control effect
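Fluorescent replication assay: 50 nM final substrate added after a 15 min room-temperature compound preincubation with 10 nM enzyme. Signal taken at 0 min and again at 10 min.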
APEX1 inh – inhibitors of human APE1 endonuclease. P27695. recombinant APE1, TAMRA/BHQ-2 abasic DNA cleavage fluorescence. Potency, µM (top dose mostly 65.8 µM), for the others: top-dose activity change, negative = inhibition, most hits filed as inhibitors. actives 0.35% (n = 350,000). AID 2517;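 note: potency is the fitted concentration of half-maximal effect; plate controls were vehicle for no effect and reference inhibitor for full effect; nearly all actives have a fitted effect of over 55% in size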
Target sequence (P27695 whole entry, looked up): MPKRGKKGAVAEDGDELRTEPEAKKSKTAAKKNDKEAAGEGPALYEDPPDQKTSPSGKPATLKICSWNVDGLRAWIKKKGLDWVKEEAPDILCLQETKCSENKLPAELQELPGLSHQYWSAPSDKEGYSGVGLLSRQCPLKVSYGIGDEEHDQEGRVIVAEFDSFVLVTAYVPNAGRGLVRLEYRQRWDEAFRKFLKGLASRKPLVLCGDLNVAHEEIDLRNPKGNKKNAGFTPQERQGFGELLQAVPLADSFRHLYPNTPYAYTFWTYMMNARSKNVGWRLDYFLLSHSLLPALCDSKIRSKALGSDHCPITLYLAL
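APE1 at 0.75 nM preincubated 15 min at room temperature with compound. Reaction then started with 50 nM double-stranded THF-abasic substrate labelled with TAMRA/BHQ-2, and 525/598 nm fluorescence read kinetically. Activity taken as third-minus-first read difference, normalized to DMSO and NSC13755 controls.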
POLI inh – inhibitors of human DNA polymerase iota. Q9UNA4. Pol iota fluorescent replication assay, 10 min. Potency, µM (highest dose often 115 µM), inactives show top-dose activity, negative = inhibition, most hits filed as inhibitors. actives 1% (n = 390,000). AID 588590; note: potency is the fitted concentration of half-maximal effect
Target sequence (Q9UNA4 whole entry, looked up): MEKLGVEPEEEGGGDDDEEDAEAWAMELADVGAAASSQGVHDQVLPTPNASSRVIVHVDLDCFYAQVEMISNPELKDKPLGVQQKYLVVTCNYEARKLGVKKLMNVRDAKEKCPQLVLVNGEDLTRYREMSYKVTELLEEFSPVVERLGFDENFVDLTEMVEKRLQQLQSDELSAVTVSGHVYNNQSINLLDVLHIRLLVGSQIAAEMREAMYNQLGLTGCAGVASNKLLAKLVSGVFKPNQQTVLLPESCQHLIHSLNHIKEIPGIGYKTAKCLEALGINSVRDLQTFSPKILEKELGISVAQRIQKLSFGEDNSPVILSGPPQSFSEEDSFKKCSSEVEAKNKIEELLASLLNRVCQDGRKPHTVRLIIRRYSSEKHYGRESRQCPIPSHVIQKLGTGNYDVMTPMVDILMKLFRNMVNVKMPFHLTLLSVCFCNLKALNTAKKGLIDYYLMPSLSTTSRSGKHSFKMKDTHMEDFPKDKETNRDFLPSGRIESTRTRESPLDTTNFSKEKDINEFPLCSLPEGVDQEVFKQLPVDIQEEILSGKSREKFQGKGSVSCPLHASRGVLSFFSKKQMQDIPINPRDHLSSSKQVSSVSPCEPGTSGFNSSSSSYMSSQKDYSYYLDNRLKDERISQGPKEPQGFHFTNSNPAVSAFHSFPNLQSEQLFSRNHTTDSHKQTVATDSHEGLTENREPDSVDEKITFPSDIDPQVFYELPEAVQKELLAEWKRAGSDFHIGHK
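Pol iota at 10 nM preincubated 15 min with compounds at room temperature; reaction started with fluorescent substrate, 50 nM final. Fluorescence read kinetically at 0 and 10 min; buffer-only wells as negative control.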
POLB inh – inhibitors of human DNA polymerase beta; P06746; Pol beta primer extension/strand displacement, fluorescence kinetic; Potency, µM (doses to about 114 µM), inactives show at the highest dose activity change, negative = inhibition, usual class: inhibitors; actives 1.3% (n = 340,000); AID 485314; note: potency is the fitted concentration of half-maximal effect; % is set by controls: 0 for no effect and ±100 for the full control effect
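Preincubation: enzyme (10 nM) with compound, 15 min, RT. Reaction: substrate added to 50 nM final. Reads: 0 and 10 min. Analysis: normalized, Hill fit.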
Anesthetic bind – candidate novel general anesthetic via apoferritin binding. P02791. apoferritin/1-aminoanthracene competitive binding, fluorescence. Potency, µM (series often up to 77.5 µM), inactives show top-dose activity change, negative = displacement, usual class: inhibitors. actives 0.074% (n = 350,000); note: potency is the fitted concentration of half-maximal effect; % is set by controls: 0 for no effect and ±100 for the full control effect; nearly all actives have a fitted effect of over 20% in size
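In PBS, apoferritin at 10 uM is loaded with 1-AMA from a 50% saturated solution. After 10 min of compound exposure at ambient temperature, reduced 535 nm fluorescence indicates probe displacement.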
Numbers without * were called inactive; ? = inconclusive; / = no result given; & = joins results of further samples; [ ] = dose if it differs, or a comment. Unless noted, calls come from the whole dose curve; as a rule, active = well fitted curve in the direction sought with a large enough effect; inconclusive = small, poorly fitted or top-dose-only effect, or another doubt; inactive = no such curve, though single readings can be large; an effect the other way counts as inactive or inconclusive. Only part of the results is shown; the hit share may differ from the screen's.

Molecule	GRP78 ERSR act	BLM helicase inh	Pol kappa inh	LDHA block	Pol eta inh	APEX1 inh	POLI inh	POLB inh	Anesthetic bind
CN(C)c1ccc(P(=O)(OC2CCCCC2)C(O)c2ccncc2)cc1 (stereo not given)	-2%	-4%	-2%	2	-11%	13%	154%[activator]	?	7%
CC1=CCC(Cc2nc3ccccc3o2)C1(C)C (stereo not given)	-2%	2%	-7%	0	-8%	2%	-10%	8%	4%
COc1cc(C(=O)NCCNC(=O)c2cc(OC)c(C)c(OC)c2)cc(OC)c1C	-5%	-5%	-12%	-8	-20%	22%	132%[activator]	-6%	-1%
COc1cccc(Cc2nc3ccccc3nc2SCC(=O)N2CCN(c3ccccc3)CC2)c1	-4%	-10%	-9%[60.1 µM]	-14	-16%	/	6%	-9%	43%[activator]
CC(=O)c1c(C)[nH]c(C(=O)OCC(=O)Nc2c(C)n(C)n(-c3ccccc3)c2=O)c1C	1%	/	-1%	-4	-18%	9%	41%[activator]	/	/
CCOC(CCNC(=O)c1cc(-c2cccs2)nc2ccccc12)OCC	0%	0%	4%	-4&-3	-15%	40%	27%	22%	2%
Cc1cccc(Cl)c1NC(=S)NCCc1ccccn1	-4%	-3%	7%	5	-7%	-5%	54%[activator]	-1%	5%
CCOc1cc(/C=C(/NC(C)=O)C(=O)O)cc(Cl)c1OCc1cccc(Br)c1	-5%	-2%	4%	-5	-10%	20%	39%[activator]	-1%	9%
CCN(C(=O)CSc1nnc(-c2cc3occc3n2C)n1-c1ccccc1C)c1ccccc1	0%	-3%	-2%	-4	-7%	/	-9%	2%	47%[activator]
C/C(N)=C(/C#N)C(=O)COC(=O)Cc1coc2ccc3ccccc3c12	-1%	-6%	0%	4	-22%	-3%	65%[activator]	1%	-3%
CN1CCN(C(=O)c2ccc3c(c2)N(Cc2ccc(C(F)(F)F)cc2)C(=O)c2ccccc2S3)CC1	-1%	-5%	-18%	-8	-20%	/	?	-16%	20%
COc1ccc(C(=O)NC(=S)Nc2cccnc2)cc1Cl	2%	1%	-11%	10	-1%	28%	?	22%	-2%
CCN(CC)CCN1C(=O)C(O)=C(C(=O)c2ccco2)C1c1ccccn1 (stereo not given)	-3%	1%	-12%	1	-4%	2%	5%	1%	-9%
CCN1CCN(c2ccc(N=Cc3ccc(O)cc3O)cc2)CC1	-3%	-3%	-30%	9	-7%	-2%	119%[activator]	4%	-14%
CCc1ccc2[nH]c3nc(C)cc(C)c3c(=O)c2c1	3%	-8%	-10%	-5	?	6%	18%	20%	40%[activator]
COCCn1c(C)cc(C(=O)COC(=O)/C=C/c2ccc(OC)cc2OC)c1C	-3%	/	-25%	-5	-18%	27%	10%	/	/

Gathered by group: the entries above containing a furan ring, fused or not
Molecule	GRP78 ERSR act	BLM helicase inh	Pol kappa inh	LDHA block	Pol eta inh	APEX1 inh	POLI inh	POLB inh	Anesthetic bind
CCN(C(=O)CSc1nnc(-c2cc3occc3n2C)n1-c1ccccc1C)c1ccccc1	0%	-3%	-2%	-4	-7%	/	-9%	2%	47%[activator]
C/C(N)=C(/C#N)C(=O)COC(=O)Cc1coc2ccc3ccccc3c12	-1%	-6%	0%	4	-22%	-3%	65%[activator]	1%	-3%
CCN(CC)CCN1C(=O)C(O)=C(C(=O)c2ccco2)C1c1ccccn1 (stereo not given)	-3%	1%	-12%	1	-4%	2%	5%	1%	-9%

New compounds follow.
Molecule	GRP78 ERSR act	BLM helicase inh	Pol kappa inh	LDHA block	Pol eta inh	APEX1 inh	POLI inh	POLB inh	Anesthetic bind
Cc1ccnc(SCCn2c(N3CCN(C)CC3)nc3c2c(=O)n(C)c(=O)n3C)n1	-3%	2%	-10%	-1	-10%	?	29%	10%	-2%
COCCNC(=O)C(c1ccc(C)cc1)N(Cc1ccco1)C(=O)CCC(=O)Nc1ccccn1 (stereo not given)	-1%	2%	-14%	-5	-10%	76%[activator]	-4%	0%	9%
O=C(Nc1ccc(F)cc1)c1ccc(CN2CCc3ccccc3C2)cc1	-3%	-1%	-1%	-3	-4%	11%	8%	-1%	-8%
COc1cc2c(cc1OC)CN(C(=O)C1(c3ccccc3)CC1)CC2	-6%	-8%	-10%	3	?	17%	51%[activator]	38%	-13%
COc1ccc(CN(C)CC(=O)NC(C)c2ccccc2)c(OC)c1 (stereo not given)	-3%	5%	-18%	-9	-14%	20%	110%[activator]	2%	-1%
Cc1ccc(S(=O)(=O)NCc2cc(=O)n(C)c(=O)n2C)cc1C	-2%	-1%	12%	-2	-3%	25%	8%	-2%	-5%
CCCOc1ccc(N2C(=O)CC(NCCNc3ccc(S(=O)(=O)CC)cc3)C2=O)cc1 (stereo not given)	-1%	-8%	-8%	-1	-11%	14%	-12%	9%	-18%
COC(=O)c1cc(C#N)c(Oc2ccccc2)nc1C	-2%	/	-4%	-9	-20%	/	12%	/	/
COc1ccc(Cl)c2sc(N(CCN(C)C)C(=O)CCS(=O)(=O)c3ccc(C)cc3)nc12	-3%	/	-19%	-8	-16%	-4%	76%[activator]	/	/
Cc1ccc(NC(=O)COC(=O)c2ccc([N+](=O)[O-])s2)c(C)c1	-4%	-1%	7%[60.1 µM]	-1	5%	4%	-2%	-15%	-3%
O=C(O)C1C2C=CC(O2)C1C(=O)Nc1ccc(S(=O)(=O)Nc2ccccc2)cc1 (stereo not given)	0%	0%	-14%	-10	8%	-6%	?	-25%	?
CCN(CC)CCNC(=O)c1ccc(NC(=O)c2cc(S(=O)(=O)N3CCCCC3)ccc2N2CCOCC2)cc1	-5%	/	0%	-8	-20%	/	5%	/	/
C=C1Cc2c(Cl)cc3[nH]c4c5c3c2[C@@]2(O)[C@@H]1C[C@@H]2C(C)(C)O[C@H]5[C@@H]1CC[C@@]2(O)[C@@]35O[C@@H]3[C@@H](O)[C@@H](C(=O)O)O[C@H]5CC[C@]2(C)[C@@]41C	?	/	0%[19.4 µM]	/	/	?	/	/	-10%
O=C1c2ccccc2NC2CCCCCN12 (stereo not given)	2%	-2%	0%	-2	0%	6%	6%	-28%	-6%
Cc1[nH]c2ccccc2c1C(c1ccccc1)c1ccc(Cl)s1 (stereo not given)	-9%	-11%	-11%	0	-17%	/	10%	-8%	-8%
O=C(NCCCN1CCCC1=O)Nc1ccc(Cl)cc1Cl	1%	-2%	1%	-10	-2%	20%	19%	26%	0%
CCOc1ccc(NC(=O)NCc2cccn2C)cc1	-2%	-4%	-6%	-9	8%	20%	-19%	10%	-12%
O=C(CCCCl)NC1=NN(c2ccccc2)C(=O)C1	1%	7%	-3%	9	-21%	3%	-3%	16%	5%
CC1CSc2ccccc2NC1=S (stereo not given)	-4%	4%	0%	-10	-8%	16%	37%[activator]	23%	0%
C=CCn1c(=O)c2ccccc2n2nnc(C(=O)OCC)c12	2%	0%	-4%	-3	-5%	-4%	101%[activator]	2%	-6%
CC(C)NC(=O)C(c1ccc(F)cc1)N(C(=O)CCC(=O)Nc1ccccn1)C1CCCC1 (stereo not given)	-3%	2%	-6%	-7	-4%	61%[activator]	118%[activator]	-10%	1%
CN(CCn1ccnc1)Cc1cn(Cc2ccccc2)nc1-c1ccc2c(c1)OCO2	0%	-12%	2%	-5	-11%	12%	-4%	2%	-4%
Cc1noc(C)c1C(=O)NCCc1ccc(S(N)(=O)=O)cc1	-1%	-1%	1%	-2	0%	-7%	12%	36%	-5%
O=C(Cn1cc(S(=O)(=O)Cc2ccccc2Cl)c2ccccc21)Nc1cccc(C(F)(F)F)c1	-1%	-7%	-11%	-10	-13%	/	5%	2%	2%
COc1ccc(NC(=O)c2ccc(NC(=O)C(C)C)cc2)c([N+](=O)[O-])c1	-4%	0%	2%	-5	-6%	-2%	2%	1%	-11%
O=C(NC1CCSc2ccccc21)c1ccccc1Cl (stereo not given)	0%	-5%	-8%	-1	-19%	12%	38%[activator]	15%	-8%
CCCCCCNCc1ccc(Br)cc1	-1%	5%	-10%	-13	-6%	11%	-4%	7%	-11%
Cc1noc(C)c1-c1ccc2ncnc(NC3CCNCC3)c2c1	0%	14%	4%[60.1 µM]	/	/	1%	/	/	/
CCOCCn1c(-c2ccccc2)nc2ccccc21	-2%	1%	0%	-8	0%	-1%	-17%	-6%	-10%
O=C1C=C(c2cccc(O)c2)C[C@@H](c2ccc(F)cc2)C1	-3%	/	-3%	-6	-19%	-4%	?	/	/
Cc1cc(C)c(NC(=O)C(C)n2c(=O)cc(-c3ccccc3)c3c(C)nn(C)c32)c(C)c1 (stereo not given)	-3%	-9%	0%	0	-7%	/	28%	6%	-3%
Cc1cc(C)cc(COc2ccc3c(C)c(CC(=O)O)c(=O)oc3c2C)c1	2%	-8%	-11%	-11	17%	18%	-2%	6%	-3%
O=C1CCCC(O)=C1C=Nc1ccc(O)cc1	3%	-2%	0%	7	4%	-9%	10%	53%	-18%
O=C(Nc1nnc(CCN2CCCCC2)s1)c1ccccc1	-1%	-8%	0%	-4	-18%	11%	129%[activator]	-9%	-11%
CCC1CCCCN1S(=O)(=O)c1ccc(NC(=O)C2CCCO2)cc1 (stereo not given)	-4%	-2%	-22%	-4	-8%	-8%	-3%	2%	-13%
CCc1ccc(C)[n+](CC(=O)c2cccs2)c1	-3%	0%	11%	1	-11%	18%	9%	51%	-2%
O=C(COc1ccc(Cl)cc1Cl)Nc1ccccn1	-14%	2%	-6%	-10	1%	3%	-13%[58.9 µM]	2%	-13%
N#CC1=C2SCN(C3CCCCC3)CN2C(=O)CC1c1ccc(Cl)cc1 (stereo not given)	-3%	0%	-31%	13	?	/	?	?	-10%
CCCOc1ccc(/C=C2\SC(N)=NC2=O)cc1OC	-3%	-6%	3%	1	-18%	5%	?	56µM*	-2%
